# miR-122 sensor = miR-122 inhibition in Huh7 cells | Huh7 miR-122 Renilla luciferase sensor, 48 h; neutral wells = 0, positive control = 100 | activation (reporter increase), % at 12.5 µM | 340,000 compounds, 0.3% hits | AID 602342;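 active = mean replicate activation score at least 90 and every replicate individually at or above 90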;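 note: higher luciferase means less miR-122 activity so hits act as miR-122 inhibitors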
# An asterisk follows results filed as active. A portion of the library (hit frequency here may not be typical).
canonical_smiles,miR-122 sensor
O=c1[nH]c2cc3c(cc2cc1CN(Cc1cccs1)Cc1nnnn1Cc1ccco1)OCCO3,5.1
CN(C)/C=C1\C(=O)N(c2ccc([N+](=O)[O-])cc2)N=C1c1ccccc1,-4.8
CCN(CC)S(=O)(=O)c1ccc(C(=O)NCCCN=C2NS(=O)(=O)c3ccccc32)cc1,7.3
Cc1[nH]c2ccccc2c1NC(=O)CN1CCN(c2cccc(C(F)(F)F)c2)CC1,-8.1
CCCC(=O)NNc1cc(=O)c2c(=O)n(C)c(=O)n(C)c2[nH]1,-2.1
O=C(Nc1c(Cl)cccc1Cl)c1ccc(-c2ccccc2)cc1,5.7
CCCCOC(=O)CN1C(=O)c2ccc(C(=O)OCCCC)cc2C1=O,-1.2
CCS(=O)(=O)N1CCCC(C(=O)N2CCc3ccccc3C2)C1 (configuration not stated),-5.3
CO/N=C/C(=N\Nc1ccc(OC)cc1)C(=O)c1ccc(OC)cc1,5.4
COc1ccc(-c2c(C#N)c(N)nc3c2c(=O)n(C)c(=O)n3C)cc1Cl,6.2
NC(=O)C1(N2CCCCC2)CCN(C(=O)NC2CCCCC2)CC1,-1.4
CC(C)C(=O)NCCCc1ccccc1,-2.9
COc1cc(=O)[nH]c(SCc2c(F)c(F)c(F)c(F)c2F)n1,5.2
Cc1ccc(NC(=O)c2ccc(CSc3nnc(-c4ccncc4)n3C)cc2)cc1,6.9
CCOC(=O)c1sc2nc3n(c(=O)c2c1C)CCCCC3,7.1
Cc1ccc(S(=O)(=O)NCC(=O)N(CC(=O)NC2CCCCC2)Cc2ccco2)cc1,6.9
COc1ccc(C2/C(=C(\O)c3ccc4c(c3)OCCO4)C(=O)C(=O)N2CCCN(C)C)cc1 (configuration not stated),3.3
COCCn1c(SCc2cnc(-c3ccccc3)s2)nnc1-c1ccncc1,-9.5
COc1ccccc1OCc1ccc(C(=O)NN)cc1,1.1
Cc1nc(Nc2ccc(S(N)(=O)=O)cc2)oc1C,-4.6
CCn1c(N)c(C(=O)NCc2ccc3c(c2)OCO3)sc1=S,0.3
COc1ccc(Nc2nc(N)nc(CN3CCOCC3)n2)cc1,-6.7
CCC(=NCCc1ccccc1)C1=C(O)CCC1=O,4.2
COCCCNS(=O)(=O)c1ccccc1,3.2
Cc1c(N=Cc2cccnc2)c(=O)n(-c2ccccc2)n1C,-0.5
CC(C)(C)C(=O)Nc1cccc(-c2nnc(-c3cccc(NC(=O)C(C)(C)C)c3)o2)c1,-4.3
COc1ccc(N2C(=O)NC3CC2(C)Oc2ccc(Cl)cc23)cc1OC (configuration not stated),-6.1
COc1ccc(C(=O)NC(=S)NCc2ccco2)cc1OC,4.9
O=c1/c(=C/c2ccco2)sc2n1CN(c1ccccc1)CN=2,0.3
Nc1cc(C(=O)O)ccc1Nc1ccccc1,-2.0
COc1cc(C)ccc1OCCCOc1ccccc1Cl,-1.4
CCCCNC(=O)Nc1nnc(-c2ccc(Cl)cc2)o1,5.6
CC(C)COC(=O)n1c(SCC(=O)N(C)C)nc2ccccc21,0.4
Cc1ccc(-c2csc(N3CCN(c4cc5c(cc4Cl)nc(-c4ccncc4)n5CCOCCO)CC3)n2)cc1,-1.9
CCOC(=O)c1cnc2ccc(Cl)cc2c1NCCN(C)C,-1.5
Cc1nc2ccccc2n1C(=O)c1cc(-c2ccc(Br)cc2)nc2ccccc12,0.9
O=C(Nc1ccc(F)cc1)c1ccccc1CC[N+](=O)[O-],-2.9
CCC(C)NC(=O)CSc1nnc(-c2cc(-c3ccc(C)cc3)nc3ccccc23)n1N (configuration not stated),0.7
Fc1ccccc1Cn1nnc2c(NCCc3ccccn3)ncnc21,-6.0
O=S(=O)(N1CCCCCC1)N1CCN(S(=O)(=O)N2CCOCC2)CC1,-0.8

# Reformatted as labelled records: part of the list above
COc1ccc(-c2c(C#N)c(N)nc3c2c(=O)n(C)c(=O)n3C)cc1Cl
  miR-122 sensor: 6.2

NC(=O)C1(N2CCCCC2)CCN(C(=O)NC2CCCCC2)CC1
  miR-122 sensor: -1.4

CC(C)C(=O)NCCCc1ccccc1
  miR-122 sensor: -2.9

COc1cc(=O)[nH]c(SCc2c(F)c(F)c(F)c(F)c2F)n1
  miR-122 sensor: 5.2

# The list continues.
canonical_smiles,miR-122 sensor
CCn1c(C)c(C(C)=O)c(N2CCN(c3ccccc3)CC2)nc1=S,2.2
N/C(=N\OC(=O)Cc1cccs1)c1ccccc1,-3.2
COC(=O)Nc1nnc(CCc2ccccc2)s1,-1.9
CC1(C)Cc2c(sc3c2c(=N)n(Cc2ccco2)c(=O)n3CC(=O)Nc2ccc(Cl)cc2)CO1,1.8
CCOC(=O)c1c(C)[nH]c(C(=O)C(C)Sc2ccc(Cl)cc2)c1C (configuration not stated),9.2
Clc1ccc(CSCCc2ccncc2)cc1,-4.7
Cc1cccc(C)c1NC(=O)CSc1nnc(C)n1-c1ccccc1,-0.3
COC(=O)CNC(=O)CN1C(=O)N(c2ccccc2)C(N(O)C(=O)Nc2ccccc2)C1(C)C (configuration not stated),-0.1
CC(C)(/C=N/O)/[N+]([O-])=C/c1ccccc1C(F)(F)F,-7.4
CCOc1cc(C(=O)NCC(C)CN(C)C)cc(OCC)c1OCC (configuration not stated),-6.0
COc1ccc(C(CC(=O)Nc2nccs2)n2cccc2)cc1 (configuration not stated),1.8
Cn1c(=O)[nH]c(=O)c2c1nc(SCCN1CCOCC1)n2Cc1ccccc1,0.4
COc1ccccc1-c1nc(C#N)c(N2CCN(Cc3ccccc3)CC2)o1,1.7
Oc1ccc(-c2n[nH]c(=S)n2Cc2ccccc2)cc1,15.4
Cn1ccnc1SCC(=O)NC12CC3CC(CC(C3)C1)C2,-2.8
c1csc(-c2ncc3ccccn23)c1,5.3
Cc1cc(NC(=O)CCc2ccc(S(=O)(=O)N3CCOCC3)cc2)n(-c2ccccc2)n1,-7.9
N#Cc1c2n(c3c(=O)n(CC(=O)c4ccc(Br)cc4)cnc13)CCCC2,-11.8
CCC(C)c1ccc(O)c(NC(=O)c2cccnc2)c1 (configuration not stated),26.3
CC(C)N(Cc1nc(-c2ccccc2)no1)C(=O)CCCN1C(=O)c2ccccc2C1=O,3.1
O=C(Nc1nc2ccccc2n1Cc1ccccc1)c1ccco1,3.6
O=C1C2C3C=CC(C3=C3CCCCC3)C2C(=O)N1c1ccccc1 (configuration not stated),3.0
Cc1ccc(C2C=C(c3ccc4c(c3)OCO4)Nc3ncnn32)cc1 (configuration not stated),7.1
Cc1nc2scc(-c3cccs3)c2c(=O)n1-n1cccc1,-1.5
COc1ccc(NC(=O)CSc2nc(N)c(C(=O)Nc3ccc(N(C)C)cc3)s2)cc1,8.2
CCOc1ccc2c(=O)c(Oc3ccccc3)c(C)oc2c1,-0.9
CCCCn1c(C)cc2cc(O)ccc21,-0.4
CCCCOc1ncnc2c1[nH]c1ccc(F)cc12,3.8
CC(=O)/C=C/c1ccc2ccccc2n1,-4.5
CN1CCCC(OC(=O)CCCCC(=O)OC2CCCN(C)C2)C1 (configuration not stated),-2.4
Cc1ccc(C)n1-n1c(C)nc2sc3c(c2c1=O)CCCCC3,-10.4
c1ccc(COc2ccc(-c3csnn3)cc2)cc1,-4.1
O=C(O)c1c[nH]c2c(C(F)(F)F)cccc2c1=O,1.9
CC(C)CC1NC(=S)N(C2CCCCC2)C1=O (configuration not stated),-1.8
COc1ccc(/C=C2/N=C(c3cccs3)OC2=O)cc1OC(C)C,-3.1
O=C(Cn1nnc(-c2ccccc2)n1)NCc1ccc2c(c1)OCO2,-8.3
CC1=C(C(=O)NCc2ccccc2)C(c2cccnc2)n2ncnc2N1 (configuration not stated),3.4
COc1ccc(NC(=O)C2CC(=O)N(C(C)C)C2)cc1 (configuration not stated),-3.1
CCN1C(=O)/C(=C/c2nc3ccccc3c(=O)n2-c2ccccc2)c2ccccc21,-8.9
COc1ccc2c(c1)CCc1c(C(=O)N3CCCc4ccccc43)noc1-2,6.0

# Three compounds out of the list, arranged by formula weight, falling.
canonical_smiles,miR-122 sensor
Cc1ccc(C)n1-n1c(C)nc2sc3c(c2c1=O)CCCCC3,-10.4
COc1ccc(Nc2nc(N)nc(CN3CCOCC3)n2)cc1,-6.7
CCCCn1c(C)cc2cc(O)ccc21,-0.4

# Other structures
canonical_smiles,miR-122 sensor
COCCNC(=O)CC(NS(=O)(=O)c1ccc(NC(C)=O)cc1)C(C)C (configuration not stated),1.3
CCCc1cc(=O)oc2cc(C)cc(OCc3nn[nH]n3)c12,-10.7
O=c1[nH]cnc2scc(-c3cccs3)c12,-6.0
COc1cc(C2=NOC(C(=O)NCc3cccs3)C2)cc(OC)c1OC (configuration not stated),0.5
Cc1c(Cl)cccc1NC(=O)COc1ccc(S(=O)(=O)N2CCOCC2)cc1,-1.2
COC(=O)C1C(=O)c2c([nH]c(C(=O)OC3CCCC3)c2C)CC1C (configuration not stated),9.0
Cc1cc2ncn(-c3ncnc4sc(C)c(C)c34)c2cc1C,-3.7
COC(=O)c1[nH]c(C)c(/C(O)=C2\C(=O)C(=O)N(CCN(C)C)C2c2ccccc2OC)c1C (configuration not stated),10.8
CCOC(=O)Cn1cc(-c2ccccc2)nn1,-5.8
O=C(Nc1cnc2sc3c(n2c1=O)CCCC3)c1ccc(F)cc1,-11.0

# (cont.)
smiles | miR-122 sensor
Cc1cc(=O)oc2cc(OCc3cc4c(cc3Cl)OCO4)ccc12 | -3.1
Cc1ccc(Oc2nsnc2N2CCOCC2)cc1 | -7.3
CCOC(=O)c1ccc(COC(=O)c2cc3ccccc3oc2=O)o1 | -0.6
CC(=O)n1c2ccccc2c2nc3ccccc3nc21 | -3.3
CCC/C(O)=C1\C(=O)CC(C)(C)CC1=NCCO | -1.0
COc1ccc(C2C3=C(CCCC3=O)Nc3nc(C(F)(F)F)nn32)c(OC)c1OC (configuration not stated) | -5.8
O=C(Cc1ccccc1)NC(=S)Nc1cccc(C(F)(F)F)c1 | 5.4
Cc1ccc(-c2ccc(=O)n(CC(=O)NCCN3CCCCC3C)n2)cc1 (configuration not stated) | 2.9
CC1(C)CC(N2CN(C3CCCCC3)CC2=O)CC(C)(C)N1 | -1.4
O=C(Nc1nncs1)c1ccccc1NS(=O)(=O)c1cccs1 | -7.7
O=C(c1ccco1)N1CCN(Cc2ccc(Cl)cc2)CC1 | -1.6
N#CCCn1cc(/C=N/O)c(-c2ccc(F)cc2)n1 | -0.9
CSC1=C(C#N)C(c2cccc(Br)c2)CC(=O)N1 (configuration not stated) | -1.7
Cc1ccc(Oc2cc(C)nc(-c3ccccc3O)n2)cc1 | 3.9
O=C(CN1CCN(c2ccc(Cl)cc2)CC1)c1ccc2c(c1)OCO2 | 0.2
Cc1cccc2nc(CSc3ccccc3N)cn12 | -4.7
CCSc1nncn1/N=C/c1ccc(OC)c(OC)c1 | -3.3
CCn1c(COc2ccccc2)nnc1SCc1ccc(C#N)cc1 | 7.6
Cc1nnc(SCc2ccccc2C#N)n1-c1ccccc1 | -7.3
CCCCNS(=O)(=O)c1ccc(OC)cc1 | 79.9
CC(C)(C)Nc1nc(N2CCCC2)nc(N2CCCC2)n1 | -2.2
O=C(Cn1c(=O)n(CCCC(=O)NC2CCCC2)c(=O)c2ccccc21)NCCC1=CCCCC1 | 28.9
CN(C)CCCNc1oc(-c2ccc(Cl)cc2)nc1C#N | 6.1
CSc1ccccc1NC(=O)c1cc(C)on1 | -4.2
Cc1ccc(N)cc1CN1CCCC1=O | 6.5
CCOC(=O)C1=C(C)NC(=O)NC1c1c(C)nn(-c2ccccc2)c1Cl (configuration not stated) | -5.0
CCCCCCOc1ccc(/C(N)=N/O)cc1 | -10.3
CCOC(=O)CCc1c(C)c(C#N)c2nc3ccccc3n2c1-n1ccnc1 | 0.2
CC(C)[C@H](NC(=O)OCc1ccccc1)C(=O)OCC(=O)NC1CCCCC1 | -7.5
COc1cc(NC(=O)Nc2cccc(Cl)c2)c(OC)cc1NC(=O)CN1CCCCC1 | 3.8
Clc1ss/c(=N\c2ccccn2)c1Cl | -4.3
O=C(Nc1ccc2c(c1)OCO2)c1c(Cl)nc2sccn12 | 13.0
CCCc1sc(N/N=C/c2ccccn2)nc1-c1ccc(F)cc1 | -8.5
O=S(=O)(Nc1ccccc1Cl)c1ccc(F)cc1 | 0.1
O=C(NCc1cccnc1)C(=O)Nc1cc2c3c(c1)CC(=O)N3CCC2 | -14.1
CCC(CC)C(=O)Nc1cccc(-c2nc3ccccc3o2)c1 | -1.5
O=C(NCC1CCCO1)c1coc2nc3ccccc3nc12 (configuration not stated) | -4.5
CN(C)c1ccc(NC(=O)CSCc2nc3c(nnn3Cc3ccc(F)cc3)c(=O)[nH]2)cc1 | 0.5
COc1ccccc1NC(=O)CN1CCN(CC(=O)Nc2cc(NC(C)=O)ccc2OC)CC1 | 7.8
CCC(C)NC(=O)/C(=C/c1ccco1)c1ccccc1 (configuration not stated) | -7.2
O=C(CN1C(=O)c2ccccc2C1=O)Nc1ccccc1F | -7.4
CCCC1CC(CSC(=N)N)OC1=O (configuration not stated) | -10.8
CCc1c(O)nc(SCC(=O)Nc2ccccc2C)[nH]c1=O | 3.2
O=C(CN(c1ccccc1)S(=O)(=O)c1ccc(F)cc1)N1CCCCCC1 | 44.3
CCCc1ccc(C(C)NC(=O)c2cnccn2)cc1 (configuration not stated) | -0.8
COc1ccc(Oc2c(C=O)c3ccccc3n2C)cc1 | 24.1
CCN1C(=O)c2cccc3c(S(=O)(=O)Nc4ccccc4)ccc1c23 | 150.6*
Oc1ccc(C(c2nnnn2C2CCCC2)N2CCc3ccccc3C2)cc1 (configuration not stated) | 7.0
CC(C)CN(CC(C)C)S(=O)(=O)c1cc([N+](=O)[O-])ccc1N1CCCCCC1 | 35.4
O=C(Nc1nncs1)c1ccccc1Br | -0.7
C=CCc1cc(/C=C2/NC(=S)NC2=O)cc(OC)c1O | -3.5
COC(=O)COc1ccc(S(=O)(=O)NCCC2=CCCCC2)cc1Cl | 5.7
COc1cc(-c2nc3ccc4ccccc4c3c3c2CCC3)cc(OC)c1OC | 6.0
CCOC(=O)C(CC)n1cnc2c(nnn2-c2ccccc2)c1=O (configuration not stated) | -2.8

# Among those listed so far, these have a COOH group:
smiles | miR-122 sensor
Nc1cc(C(=O)O)ccc1Nc1ccccc1 | -2.0
O=C(O)c1c[nH]c2c(C(F)(F)F)cccc2c1=O | 1.9
